CHRM4 PAM = CHRM4 positive allosteric modulation; CHO-K1 hM4/Gqi5, Fluo-8 calcium fluorescence, ACh EC20; 0% = ACh EC20, 100% = maximal ACh; activation, % at 3 µM; 360,000 compounds, 0.4% hits;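 active = activation above its plate's cutoff, the mean activation of sample wells plus 3 SD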; also: some results filed as inactive read as strong as hits
TAAR1 antag = antagonists of human TAAR1. 360,000 compounds, 1.5% hits. inhibition, % at 3 µM. Q96RJ0. AID 624466. CHO RD-HGA16 TAAR1, Fluo-8 calcium fluorescence, antagonist;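 active = inhibition above a per-plate cutoff, the mean inhibition of test compounds on that plate plus 3 SD, cut at about 49% in these data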;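 also: 0% = DMSO plus EC80 beta-PEA response and 100% = DMSO alone without agonist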
Target sequence (Q96RJ0 whole entry, looked up): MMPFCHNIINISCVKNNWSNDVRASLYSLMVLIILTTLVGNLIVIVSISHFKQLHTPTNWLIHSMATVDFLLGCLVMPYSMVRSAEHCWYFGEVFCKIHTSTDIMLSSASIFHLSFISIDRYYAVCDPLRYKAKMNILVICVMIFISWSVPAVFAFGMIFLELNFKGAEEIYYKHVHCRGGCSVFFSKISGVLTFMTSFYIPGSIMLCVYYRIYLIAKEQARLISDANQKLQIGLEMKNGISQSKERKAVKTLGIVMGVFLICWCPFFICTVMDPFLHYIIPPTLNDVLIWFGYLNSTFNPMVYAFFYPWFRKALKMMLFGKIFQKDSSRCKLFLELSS
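Test system – hTAAR1-expressing CHO RD-HGA16 cells, Gα16-coupled · Also added – β-PEA at EC80 concentration, post-compound challenge · Compound – 3 µM, single point · Incubation – dye loading 75 min at 37 °C, then 30 min room temperature · Measured by – Fluo-8 intracellular calcium dye fluorescence, real-time kinetic reads · Benchmarks – vehicle and agonist controls · Replicates – singlicate, one well per test compound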
CRFR2-BP ag = agonists of human CRF-binding protein/CRF-R2 receptor complex | 350,000 compounds, 0.46% hits | HEK293 CRF-R2/CRF-BP, calcium dye fluorescence (FLIPR); percent of saturating CRF peptide response | activation, % at 13.2 µM | AID 588473;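 active = activation of at least 50%, plus an integration ratio under a set limit after plate pattern correction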;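 also: plate controls were neutral control wells without compound for no effect and CRF at EC100 for full effect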
CHRM5 agonist = CHRM5 agonism in calcium assay; CHO-K1 hM5 cells, Fluo-8 calcium fluorescence; 0% DMSO wells, 100% maximal acetylcholine response; activation, % at 3 µM; 360,000 compounds, 0.19% hits;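 active = activation above the run's mean over test compounds plus 3 SD, cut at about 23% in these data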;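 also: signal is peak over basal fluorescence ratio across the kinetic read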
Target sequence (P08912 whole entry, looked up): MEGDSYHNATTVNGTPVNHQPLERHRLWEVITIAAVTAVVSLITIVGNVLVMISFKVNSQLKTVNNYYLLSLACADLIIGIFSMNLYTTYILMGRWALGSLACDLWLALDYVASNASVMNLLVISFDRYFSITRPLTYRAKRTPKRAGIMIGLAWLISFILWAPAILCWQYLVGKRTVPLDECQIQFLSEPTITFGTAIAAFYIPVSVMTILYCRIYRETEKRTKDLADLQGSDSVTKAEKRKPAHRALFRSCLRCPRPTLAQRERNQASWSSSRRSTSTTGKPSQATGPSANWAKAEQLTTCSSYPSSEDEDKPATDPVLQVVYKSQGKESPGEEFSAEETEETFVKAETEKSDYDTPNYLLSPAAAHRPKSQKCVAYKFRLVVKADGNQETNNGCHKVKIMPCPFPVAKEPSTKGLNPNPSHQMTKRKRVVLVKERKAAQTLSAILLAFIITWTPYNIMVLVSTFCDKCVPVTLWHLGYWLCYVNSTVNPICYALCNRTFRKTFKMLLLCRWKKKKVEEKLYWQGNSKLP
M1 PAM parental = M1 PAM counterscreen hit in parental CHO-K1 cells. activation, % at 3 µM. 360,000 compounds, 0.02% hits. AID 602247. ATP EC20, Fluo-8 calcium fluorescence; 0% at ATP EC20, 100% at ATP max;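 active = activation above the run cutoff, the mean activation of all test compounds plus 3 SD, cut at about 40% in these data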;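 also: peak over basal fluorescence ratio in a 140 s read after ATP addition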
CRFBP-R2 block = CRF-BP/CRF-R2 complex antagonism. 350,000 compounds, 0.59% hits. HEK293 CRF-R2/CRF-BP, CRF-induced calcium fluorescence. inhibition, % at 11.8 µM;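 active = inhibition of the ligand-induced calcium signal above about 50% at the single tested concentration, limit read from the data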
TAAR1 agonist = human TAAR1 agonism. CHO RD-HGA16 TAAR1, Fluo-8 calcium fluorescence; vehicle wells 0%, saturating PEA agonist 100%. 360,000 compounds, 0.99% hits. activation, % at 3 µM;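 active = activation above the mean activation of all test compounds in the run plus 3 SD, cut at about 38% in these data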
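test system = CHO RD-HGA16 cells carrying human TAAR1 plus Gα16 | schedule = 17-24 h seeding, 75 min 37 °C dye, 30 min RT | compound dosing = 3 µM single concentration | control set = DMSO and PEA EC100 | replicates = n 1 | signal = Fluo-8 fluorescence, 5 s baseline then 140 s kinetic read | measure = percent activation vs PEA EC100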
CHRM5 PAM = potentiates acetylcholine response at human M5 receptor | 360,000 compounds, 0.3% hits | CHO-K1 hM5, Fluo-8 calcium, ACh EC20 PAM; 0% = ACh EC20, 100% = ACh EC100 | P08912 | activation, % at 3 µM;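 active = activation above the run cutoff, the mean activation of all test compounds plus 3 SD, cut at about 18% in these data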
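system = human M5 receptor in CHO-K1 cells | compound = one concentration, 3 µM final (nominal) | schedule = Post-acetylcholine fluorescence recording 140 s | signal = Fluo-8 calcium dye fluorescence, kinetic read | benchmarks = low control EC20 acetylcholine (0%), high control EC100 acetylcholine (100%) | repeats = singlicate, one well per test compound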
CHRM5 antagonist = blocks acetylcholine activation of human M5 receptor. P08912. CHO-hM5 cells, Fluo-8 calcium fluorescence, ACh EC80. inhibition, % at 3 µM. 360,000 compounds, 0.59% hits. AID 624040;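 active = inhibition above a per-plate cutoff, the mean of that plate's test compounds plus 3 SD, cut at about 27% in these data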;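 also: 0% = acetylcholine EC80 with DMSO and 100% = DMSO without agonist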
Active calls of the source: *; · = not tested or not shown.

SMILES	CHRM4 PAM	TAAR1 antag	CRFR2-BP ag	CHRM5 agonist	M1 PAM parental	CRFBP-R2 block	TAAR1 agonist	CHRM5 PAM	CHRM5 antagonist
CC1CCC(NC(=O)COC(=O)C2CC3CCCC(C2)C3=O)CC1 (centres undefined)	10	-6	1.2	3	2	-5	1	-8	12
O=[N+]([O-])c1ccc(S(=O)(=O)N2CCN(Cc3c[nH]c4ccccc34)CC2)cc1	15	12	-1.2	5	-8	-5	16	-5	1
CCOc1cccc2cc(C(=O)Nc3nccs3)c(=O)oc12	10	-10	-1.9	2	8	7	0	-1	0
CCOc1ccc(-n2nc3ccc(NC(=O)CC)cc3n2)cc1	1	11	1.3	3	-1	0	3	-9	10
O=S(=O)(Nc1ncccn1)c1ccc(NC(=S)Nc2ccc(Cl)cc2)cc1	-6	-1	-0.4	0	13	23	10	-8	3
O=C(COc1ccc(F)cc1)N(Cc1cccs1)C1CCS(=O)(=O)C1 (centres undefined)	5	-20	66*	3	15	-62	1	2	4
CCCN(CC#CC(O)(c1ccccc1)c1cccnc1)CCC (centres undefined)	-6	1	-0.3	-11	9	0	6	-10	-4
CCOC(=O)c1c(NC(=O)Cn2cnc([N+](=O)[O-])n2)sc2c1CCCC2	6	-13	-3.4	-1	21	-13	1	1	-6
O=C(NCc1ccccn1)C1CCN(S(=O)(=O)N2CCCC2)CC1	2	-8	-0.2	-1	16	25	0	-11	6
COc1ccc(N(CC(=O)Nc2ccc(S(=O)(=O)N3CCOCC3)cc2)S(=O)(=O)c2ccc(F)cc2)cc1	-10	51*	8.8	-1	3	0	20	-20	22
Cc1cccc(C(=O)NNC(=O)c2ccc(Br)cc2)c1	-5	3	-5.3	1	-3	-5	1	-4	11
CCCCn1c(N)c(N(CC(C)C)C(=O)CCNC(=O)c2ccc(Br)cc2)c(=O)[nH]c1=O	-2	-3	-0.6	4	-3	-5	0	-1	6
CCN(CC)c1ccc(/C=N/n2c(-c3ccccc3Br)n[nH]c2=S)cc1	-14	-21	-0.5	-15	-22	-11	6	-6	8
Cc1cc(S(=O)(=O)N2CCOCC2)ccc1OCC(=O)Nc1ccccc1C(F)(F)F	2	-12	1.7	0	5	2	-2	1	12
C[C@H](CO)N1C[C@H](C)[C@@H](CN(C)S(=O)(=O)c2ccc(F)cc2)Oc2ccc(NC(=O)C3CCCCC3)cc2C1=O	-1	13	0.8	-8	11	11	8	-4	-2
COc1ccc(Cn2c(CCC(=O)Nc3ccc(C)c(C)c3)nc3cccnc32)cc1	-6	-2	-0.6	-4	22	-6	-1	-5	2
COc1ccc(NC(=O)Nc2cccc3c2O[C@H](CN(C)C(=O)Nc2c(C)noc2C)[C@@H](C)CN([C@H](C)CO)C3=O)cc1	11	-3	-0.4	2	1	3	4	5	-1
CCn1ncc(Cl)c1C(=O)NC(=S)Nc1c(C)cc(C)cc1[N+](=O)[O-]	-10	6	-2.7	-8	1	31	-3	-8	-1
N#Cc1c(N)nc(-c2ccccc2)nc1-c1ccccc1	13	-2	1.7	0	-7	-11	-3	-1	0
CCCCCCN1C[C@@H](n2cc(COC(=O)c3ccccc3)nn2)[C@H](O)C[C@@H]1c1ccc(Cl)cc1	-5	-7	2.5	1	1	-16	-1	-2	8
CCn1c(=O)cc(SCC(=O)Nc2cccc(C)n2)c2ccccc21	5	4	-1.1	2	13	-5	5	7	-8
COC(=O)Cc1c(C)c2ccc(OCC(=O)c3ccc(OC)c(OC)c3)cc2oc1=O	·	5	3.3	·	·	0	2	·	·
CC(C)C(=O)N1CCN(c2ccccc2NC(=O)COc2ccccc2)CC1	-9	12	0.3	5	-1	-5	1	-9	1
COc1cc2c(cc1OC)C1=NC(=O)CN1C(SCc1ccccc1C)=N2	9	-1	-0.2	-2	15	3	5	-4	7
O=C(Cc1ccccc1)Nc1ccccc1C(=O)O	7	-4	-1.2	0	18	12	2	-1	2

The closing 3 records of the part above are carried over, then new ones follow.
SMILES	CHRM4 PAM	TAAR1 antag	CRFR2-BP ag	CHRM5 agonist	M1 PAM parental	CRFBP-R2 block	TAAR1 agonist	CHRM5 PAM	CHRM5 antagonist
CC(C)C(=O)N1CCN(c2ccccc2NC(=O)COc2ccccc2)CC1	-9	12	0.3	5	-1	-5	1	-9	1
COc1cc2c(cc1OC)C1=NC(=O)CN1C(SCc1ccccc1C)=N2	9	-1	-0.2	-2	15	3	5	-4	7
O=C(Cc1ccccc1)Nc1ccccc1C(=O)O	7	-4	-1.2	0	18	12	2	-1	2
Cc1ccc(C(=O)Nc2ncccc2C)cc1S(=O)(=O)N1CCCCC1	4	-3	-0.6	2	-15	-5	1	2	-1
OC(CN1CCN(c2ccc(F)cc2)CC1)c1ccc(Cl)cc1 (centres undefined)	-2	-6	-0.5	-4	4	-29	0	-4	8
CCN(CC)C(=O)Cn1cc(S(=O)(=O)CC(=O)N2CCCCCC2)c2ccccc21	2	5	1.2	1	11	0	-1	4	-1
COc1cccc(C(=O)NNC(=O)c2ccc3ccccc3c2)c1	4	-11	-4.4	-2	6	9	0	-2	5
O=C(C1COc2ccccc2O1)N1CCn2c(nc3ccccc32)C1 (centres undefined)	3	1	-0.9	5	14	8	4	-5	-4
COc1ccc(-n2nc3c(N4CCC(C(=O)N5CCCCCC5)CC4)nnc(C)c3c2C)cc1	-8	1	0.3	-9	7	4	-1	-2	12
CCOC(=O)C1(CC2CCCCO2)CCN(C(=O)NCc2ccccc2)CC1 (centres undefined)	0	12	-0.2	2	19	20	11	-1	-4
COc1cccc2c1Oc1ncccc1N(C(=O)CCC(=O)NCc1ccc(F)cc1)C2	1	-12	-0.8	-4	5	10	1	0	10
O=C(CCNS(=O)(=O)c1ccccc1)N1CCN(c2ccccc2)CC1	3	-18	-7.3	-4	3	22	2	0	2
CCc1nc2ccc(C(=O)N(CC)CCN(C)C)cn2c1N(C)C(=O)c1cccc(OC)c1	2	-18	·	0	16	·	2	4	-6
NS(=O)(=O)c1ccc(N2CCN(C(=O)c3ccco3)CC2)nc1	3	-1	-0.1	1	1	1	6	-2	14
CCOCc1nnc(NC(=O)c2ccc(OC)cc2)s1	2	-2	2.1	5	14	5	2	-1	4
CCOC(=O)C(c1ccccc1)C(Nc1ccccc1)c1ccccn1 (centres undefined)	-8	-1	-0.8	-8	-14	-2	15	-8	21
C=CCn1c(=S)[nH]c2sc3c(c2c1=O)CCCC3	0	-27	2.9	-8	4	-1	0	1	9
NC(=O)CC(NC(=O)Cc1cccc2ccccc12)c1ccc(N2CCCCCCC2)c([N+](=O)[O-])c1 (centres undefined)	10	3	-1.5	2	4	0	22	2	6
COc1cc(NC(=O)CN(c2cc(C)cc(C)c2)S(=O)(=O)c2c(C)[nH]c(=O)[nH]c2=O)cc(OC)c1	-9	-13	-1.4	-3	19	-2	6	-8	12
CCN(CC)c1cc(C)c2cc(NC(=O)c3ccc(Br)o3)ccc2n1	4	-7	-1.8	-3	10	-11	2	4	-6
O=C(c1cccnc1)N1CCC2CC1c1c(Cl)cccc12 (centres undefined)	2	-17	-1.2	1	5	-9	5	0	-6
COc1ccc(NS(=O)(=O)c2cc(NC(=O)C3CC3)ccc2N2CCOCC2)cc1	2	-1	-1.0	2	10	-6	2	10	-3
COc1ccc(CNc2nc3nc(C)cc(C)n3n2)cc1	8	-8	-1.0	-3	-7	-6	22	13	13
CC1CN(C(=O)CCC(=O)NCc2ccc(F)cc2)c2ccccc2S1 (centres undefined)	1	15	-1.1	3	14	-13	6	-7	-2
C#CCOCCOCCOCCNc1nc(N2CCN(C(=O)[C@H]([C@@H](C)O)n3cc(CCCCN)nn3)CC2)nc(N2CCN(C(=O)[C@H](CCCCN)n3cc(CCC(=O)O)nn3)CC2)n1	5	0	1.1	0	-20	6	12	-3	10
COc1ccc(CN2CCC[C@]3(N[C@H](c4ccc(C(F)(F)F)cc4)[C@@H]4C(=O)N(C)C(=O)[C@@H]43)C2=O)cc1	-7	-18	0.1	0	-15	18	-2	-3	12
O=C(NCCc1ccccc1)c1cccs1	-3	6	0.8	-6	23	6	15	4	-2
CC1CCCCC1NC(=O)CCNS(=O)(=O)c1cc(Br)cnc1N (centres undefined)	0	-6	1.1	1	-12	-24	10	2	-11

(further entries)
SMILES	CHRM4 PAM	TAAR1 antag	CRFR2-BP ag	CHRM5 agonist	M1 PAM parental	CRFBP-R2 block	TAAR1 agonist	CHRM5 PAM	CHRM5 antagonist
COC(=O)c1ccc(NC(=O)Nc2ccc3c(c2)nc(C)n3C)cc1	15	-10	-0.2	5	12	1	5	1	0
Cc1nc2[nH]c(=S)[nH]c2c(=O)[nH]1	11	-18	-1.7	6	14	17	2	6	0
CN(CCc1ccccc1)C(=O)c1ccc(NC(=O)Cc2ccc(NC(=O)C3CCCN(C(=O)CCc4ccccc4)C3)cc2)cc1 (centres undefined)	-7	8	2.0	0	1	24	1	-4	5
O=C(Cn1nnc2ccccc21)NNC(=S)NC1CCCCC1	14	-13	-0.4	-4	22	3	6	5	9
COc1cc(-c2cnc3c(NC=O)cc(-c4ccc(S(C)(=O)=O)cc4)cn23)cc(OC)c1OC	-1	-57	·	1	-9	·	2	-1	7
CCCCCCCCCc1conc1C(=O)CP(=O)(OC)OC	-6	-12	·	-2	·	·	-2	-4	-2
Cc1cc(=O)[nH]c(SCc2nnc(-c3ccccc3)o2)n1	4	7	2.8	3	7	-4	3	0	-3
COc1cc(-c2nc3ccccn3c2/N=C/c2ccccc2)ccc1O	-2	2	0.1	51*	12	26	3	-12	3
CCc1nnc(NC(=O)CSc2ncnc3scc(-c4ccc(C)cc4)c23)s1	6	-8	0.3	-2	-4	-27	8	-1	1
CC(NC(=O)C(Cc1ccccc1)=NO)c1ccccc1 (centres undefined)	-4	-2	-4.8	-11	20	28	-1	-14	14
O=C(NCC(c1ccc(F)cc1)N1CCOCC1)c1cccc(Br)c1 (centres undefined)	5	-18	-5.0	-6	21	10	-2	6	2
COC(=O)c1ccc(-n2nnnc2SCC(=O)NCc2cccc(C(=O)O)c2)cc1	7	8	-0.3	0	-3	-3	3	-1	-6
COc1cc(C2C3C(C)N(C)C(=O)N(C)C3N(C)C(=O)N2C)ccc1O (centres undefined)	7	1	-0.2	3	10	22	11	1	-1
Cn1c(=O)c2cc(NC(=O)CCc3ccc(O)cc3)ccc2n1Cc1cccc(C(F)(F)F)c1	-4	29	·	0	10	·	7	-2	1
COc1ccc(C)cc1NC(=O)NNC(=O)C(C)Oc1ccc(F)cc1Cl (centres undefined)	6	-21	-0.2	-2	3	-5	3	1	6
Cc1nc2sc(C(c3ccc(Cl)cc3)N3CCN(CCO)CC3)c(O)n2n1 (centres undefined)	1	-1	5.2	0	11	-12	1	3	1

Some values from the list.
Value for CC1CN(C(=O)CCC(=O)NCc2ccc(F)cc2)c2ccccc2S1 (centres undefined) in M1 PAM parental: 14
Value for Cc1cc(=O)[nH]c(SCc2nnc(-c3ccccc3)o2)n1 in CHRM5 PAM: 0

Compound activity (PubChem BioAssay)
